MT1-MMP act inh: blocks activation of human MT1-MMP | HT1080 RFP-PRO-GFP cells, GFP/RFP ratio fluorescence, overnight; percent of plate control window, DMSO zero | P50281 | GFP/RFP ratio change, % at 20 µM | actives 0.061% (n = 360,000);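 active means GFP/RFP ratio change of at least 30% with cell ATP level not reduced by more than half and red fluorescence within 50% of control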; further: strong numbers were not always called active
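Material – HT1080 RFP-PRO-GFP cells · Control set – DMSO wells and RFP-L50D-GFP cells · Incubation – overnight cell settling, then overnight compound exposure, 37 °C, 5% CO2 · Compound dosing – single-point 20 µM compound, 1% DMSO · Read-out – GFP/RFP fluorescence ratio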
eLon inh: E. coli protease La inhibition; inhibition, % at 7.94 µM; actives 0.42% (n = 360,000); P0A9M0; AID 602123; purified E. coli Lon protease, fluorescence polarization; in the data active means inhibition above about 13%, passing the limit was not always enough;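 further: 0% = enzyme with probe and DMSO and 100% = no enzyme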
Target sequence (P0A9M0 whole entry, looked up): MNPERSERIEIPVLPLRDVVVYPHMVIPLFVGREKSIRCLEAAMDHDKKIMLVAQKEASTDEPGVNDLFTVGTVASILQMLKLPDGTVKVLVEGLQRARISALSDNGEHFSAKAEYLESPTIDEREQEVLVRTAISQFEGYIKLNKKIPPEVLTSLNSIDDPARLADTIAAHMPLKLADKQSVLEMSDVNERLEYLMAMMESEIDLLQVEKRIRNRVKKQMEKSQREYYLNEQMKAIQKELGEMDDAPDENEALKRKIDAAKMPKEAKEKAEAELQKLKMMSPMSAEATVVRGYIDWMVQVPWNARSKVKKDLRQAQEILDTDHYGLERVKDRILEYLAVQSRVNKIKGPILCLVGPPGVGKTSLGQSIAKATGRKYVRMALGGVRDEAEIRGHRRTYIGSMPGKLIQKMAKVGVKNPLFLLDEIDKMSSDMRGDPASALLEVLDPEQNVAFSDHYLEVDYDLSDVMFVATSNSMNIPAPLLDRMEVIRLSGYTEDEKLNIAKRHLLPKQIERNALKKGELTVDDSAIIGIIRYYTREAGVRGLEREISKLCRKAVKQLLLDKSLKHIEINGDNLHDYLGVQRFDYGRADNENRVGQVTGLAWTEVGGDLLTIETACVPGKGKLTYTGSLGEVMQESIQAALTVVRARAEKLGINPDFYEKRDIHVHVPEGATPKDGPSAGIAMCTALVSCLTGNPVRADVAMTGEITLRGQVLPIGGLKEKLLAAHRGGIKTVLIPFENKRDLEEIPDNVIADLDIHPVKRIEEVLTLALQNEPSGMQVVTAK
MsrA act: activates bovine MsrA enzyme; purified bovine MsrA, absorbance read-out; activation, % at 10.6 µM; actives 0.3% (n = 360,000); AID 602163; in the data active means activation above about 7.5%;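 further: 0% = vehicle and 100% = reference activator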
Rin1-Abl PPI inh: human Rin1-Abl interaction inhibition. P00519+Q13671. TR-FRET Rin1/Abl binding, biochemical. inhibition, % at 7.35 µM. actives 0.4% (n = 360,000). AID 588664; in the data active means inhibition above about 5%, passing the limit was not always enough
NRP1-CendR mod: alters CendR peptide binding to human NRP-1. FAM-RPARPAR peptide binding to NRP-1, fluorescence polarization. inhibition, % at 25 µM. actives 0.85% (n = 360,000). AID 602438;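 active means inhibition or corrected inhibition above about 18%, plus a signal ratio from 0.5 to 1.5, limit read from the data, passing the limit was not always enough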; further: strong numbers were not always called active
MLLE-PAM2 inh: inhibitors of microRNA-mediated deadenylation, human PABP1 MLLE binding; GST-MLLE / FITC-PAM2 fluorescence polarization; actives 0.36% (n = 360,000); inhibition, % at 20 µM; in the data active means inhibition above about 35%, passing the limit was not always enough;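 further: plate controls were DMSO wells with GST-MLLE for no effect and wells lacking GST-MLLE protein for full effect; some results filed as inactive read as strong as hits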
SKN-1 inh: C. elegans SKN-1 inhibition | actives 0.49% (n = 360,000) | inhibition, % at 21.8 µM | C. elegans VP596 Pgst-4::GFP/RFP ratio, acrylamide-induced, 24 h | AID 624304;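 active means interference check ratio from 0.5 to 1.5 plus GFP to RFP signal ratio inhibition reaching or exceeding a fixed threshold, cut at about 30% in these data, passing the limit was not always enough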; further: some compounds called inactive have numbers as strong as hits
FAS-TE inh: blocks the thioesterase domain of human fatty acid synthase | P49327 | recombinant FAS-TE, OMFH fluorogenic substrate, fluorescence endpoint | inhibition, % at 15 µM | actives 0.67% (n = 360,000);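 active means compounds whose normalised, plate-corrected inhibition of enzyme fluorescence in the single-dose primary screen is 50% or more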;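 further: 0% = DMSO with enzyme and 100% = substrate without enzyme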
Neddylation inh: blocks human cullin neddylation. P61081+Q13564. TR-FRET cullin neddylation, biochemical. calls only at 25 µM. actives 0.58% (n = 360,000); in the data active means inhibition above about 36%
The depositor's hits bear a star; i = inactive; . = not tested or not shown.

SMILES	MT1-MMP act inh	eLon inh	MsrA act	Rin1-Abl PPI inh	NRP1-CendR mod	MLLE-PAM2 inh	SKN-1 inh	FAS-TE inh	Neddylation inh
O=C(C[C@H]1CC[C@H](NC(=O)C2CCOCC2)[C@@H](CO)O1)NCc1ccncc1	9	.	.	.	12	.	-16	.	i
Cc1cccc(NC2=NCC(=O)N2CCc2ccccc2)c1	-6	6	-2	-1	4	4	-1	-6	i
Cc1ccc2c(c1)N(C(=O)CCC(=O)NCCCN1CC(C)CC(C)C1)CCO2 (centres undefined)	3	4	-1	-1	-1	11	-2	-7	i
CCC(C)N(C(=O)COC(=O)c1[nH]c(C)c(C(C)=O)c1C)C1CCS(=O)(=O)C1 (centres undefined)	3	-2	-4	0	-3	25	2	-7	i
CC12CCC(=O)N1C(C(=O)OCC(=O)Nc1cccc(S(=O)(=O)N3CCCCCC3)c1)CS2 (centres undefined)	2	0	-2	-2	-6	-3	14	-4	i
CC(=O)c1cc2c(cc1NC(=O)c1cc(C)nn1-c1ccccc1)OCO2	-5	-3	-1	2	1	4	-13	-2	.
CC(C)C(NC(=O)c1cccs1)C(=O)NC1CCCCC1 (centres undefined)	-2	-1	-3	2	18	5	12	-4	i
O=C(NCCc1c[nH]c2ccccc12)c1ccc([N+](=O)[O-])cc1	1	-4	-3	-2	-2	-2	-7	20	i
CCOc1ccc(-c2nc(C)sc2CC(=O)O)cc1	-1	-3	1	-2	0	4	19	-6	i
Cc1cc(C)n2cc(CSc3nnnn3-c3ccccc3)nc2n1	4	-11	2	3	7	-49	7	0	i
CCOc1ccc2nc(NCCNC(=O)Nc3cccc(C)c3)c(C#N)cc2c1	-6	1	1	0	-19	2	12	-6	.
COc1ccccc1CNc1nc(C)c(C(C)=O)s1	3	-7	-2	-3	-6	32	4	-4	i
Cc1nnc(SCC(=O)c2ccc(C(C)C)cc2)s1	-2	10	-8	4	-4	11	-20	-1	i
COc1ccc(C)cc1NC(=O)C(OC(=O)C1CC1)c1ccccc1 (centres undefined)	-2	15	-3	-7	3	6	5	7	i
CC1=C(C)CC2C(C1)C(=O)c1ccc(Br)cc1S2(=O)=O (centres undefined)	3	6	-2	-1	10	10	14	13	i
COc1ccc(NC(=O)[C@H](Cc2c[nH]c3ccccc23)NC(=O)[C@@H]2Cc3ccccc3CN2)cc1	1	-4	-8	-3	-11	4	3	2	i
O=C(COC(=O)[C@H](Cc1ccccc1)NC(=O)c1cccs1)Nc1cc(F)ccc1F	-2	-4	5	-1	-3	-29	9	13	i
CC(=O)Nc1ccc2c(COC(=O)CC3Sc4ccccc4NC3=O)cc(=O)oc2c1 (centres undefined)	3	-1	-2	-3	-37	-70	-7	6	i
O=C(NCc1ccco1)c1ccccc1-c1ccccc1	2	1	-1	-2	-6	-1	11	-3	i
Cc1nn(Cc2ccc(Cl)cc2)c(C)c1NC(=O)c1noc2c1CCCCC2	-1	-6	-1	0	-1	-4	10	8	i
CCCOC(=O)c1ccc(Oc2cn[nH]c2-c2ccc(OC)cc2O)cc1	-1	-1	-2	0	-2	8	0	-212	i
Cc1ccccc1CN1CCN(S(=O)(=O)c2cccs2)CC1	1	12	-1	-1	5	7	14	14	i
O=C(C(=NNc1ccccc1)c1ccccc1)c1ccccc1	-5	12	-4	-2	24	12	10	29	i
Cc1ccc(N2C(=O)c3ccccc3C(C)(C)C2=O)cc1	1	-3	-2	-3	2	-18	9	1	i
O=C(Nc1nc2ccccc2[nH]1)C12CC3CC(CC(C3)C1)C2	-6	4	-6	0	2	8	26	-3	i

Some of the entries so far, with each value named:
Cc1cccc(NC2=NCC(=O)N2CCc2ccccc2)c1
  MT1-MMP act inh = -6 | eLon inh = 6 | MsrA act = -2 | Rin1-Abl PPI inh = -1 | NRP1-CendR mod = 4 | MLLE-PAM2 inh = 4 | SKN-1 inh = -1 | FAS-TE inh = -6 | Neddylation inh = i
Cc1ccc2c(c1)N(C(=O)CCC(=O)NCCCN1CC(C)CC(C)C1)CCO2 (centres undefined)
  MT1-MMP act inh = 3 | eLon inh = 4 | MsrA act = -1 | Rin1-Abl PPI inh = -1 | NRP1-CendR mod = -1 | MLLE-PAM2 inh = 11 | SKN-1 inh = -2 | FAS-TE inh = -7 | Neddylation inh = i
CCC(C)N(C(=O)COC(=O)c1[nH]c(C)c(C(C)=O)c1C)C1CCS(=O)(=O)C1 (centres undefined)
  MT1-MMP act inh = 3 | eLon inh = -2 | MsrA act = -4 | Rin1-Abl PPI inh = 0 | NRP1-CendR mod = -3 | MLLE-PAM2 inh = 25 | SKN-1 inh = 2 | FAS-TE inh = -7 | Neddylation inh = i

Next section:
SMILES	MT1-MMP act inh	eLon inh	MsrA act	Rin1-Abl PPI inh	NRP1-CendR mod	MLLE-PAM2 inh	SKN-1 inh	FAS-TE inh	Neddylation inh
CCn1cc(Br)c(C(=O)Nc2cccc(Cl)c2)n1	-6	4	-3	-2	12	14	16	7	i
CCOc1ccc(N/C=C/C(=O)c2ccccc2)c([N+](=O)[O-])c1	10	10	-11	-3	7	-12	33	12	i
O=S(=O)(c1ccccc1)n1ccc2ccccc21	-2	1	1	-1	-22	7	4	13	i
N#Cc1ccc(OCC(=O)N2CCN(C(=O)c3ccco3)CC2)cc1	-2	-16	-4	2	0	-14	-13	-7	i
COCCCNc1nc(SCc2ccccc2)nc2sc3c(c12)CCC3	5	5	-11	4	1	15	-16	14	i
COc1cc2c(cc1OC)C(C)N(C(=O)CCN1C(=O)C3C4C=CC(C4)C3C1=O)CC2 (centres undefined)	11	2	-12	1	8	-8	-20	-7	i
CC(C)Sc1nc2ccc(Br)cc2[nH]1	-5	-1	0	0	2	2	10	-1	i
CN(C)c1ncnc2c1NC1=C(S2)C(=NCCCC(=O)O)CC(C)(C)C1	-7	6	-2	-3	-8	22	35	-20	i
Nc1nnc(SCc2ccccc2Cl)s1	7	-9	-4	-5	-1	1	0	-4	i
CCOC(=O)c1ccc(Nc2nc(C)cc(C)n2)cc1	-1	-7	0	1	7	-6	-1	-2	i
COC(=O)N/N=C\c1cc2c(cc1Br)OCO2	-1	18*	-3	-1	-1	-2	19	-2	i
COc1ccc(NC(=O)[C@@H]2CC=C[C@@H]3CCN(C4CCCCC4)C(=O)[C@@H]32)cc1	0	-13	0	1	4	9	5	-2	i
N=c1ccn(Cc2c(Cl)cccc2Cl)cc1	3	3	-3	0	8	14	3	-10	i
CC(C(=O)O)c1ccc(N2Cc3ccccc3C2=O)cc1 (centres undefined)	2	-8	-6	-1	-15	-10	2	-1	i
COC(=O)c1c(N)c(C#N)c(C)n1-c1ccccc1	-4	2	-4	-5	-14	-5	5	-4	i
Cc1ccc(O)c(NC(=O)c2ccco2)c1	2	-10	-2	0	4	-13	-22	-5	i
CCN(CC)c1ccc(NC(=O)CCNC(=O)c2ccco2)cc1	2	-1	-8	3	5	-11	3	-8	i
COc1cccc(/C=C/C(=O)OCC(=O)c2ccc3c(c2)NC(=O)CO3)c1OC	3	4	-3	1	-3	3	-3	-3	i
CSc1ccccc1NC(=O)c1noc2c1CCC2	2	-7	-4	0	5	29	4	1	i
Cc1ccc(NC(=O)N2CCC(C(N)=O)CC2)cc1	4	-7	-3	-1	3	0	13	-12	i
O=C(CCc1ccccc1)N/N=C\C1CC=CCC1 (centres undefined)	4	-5	-1	3	7	2	1	-1	i
O=c1[nH]c2ccccc2nc1/C=C/c1ccc(O)cc1	-39	-31	-4	-3	-55	-67	7	-3	i
CC(C)(C)NC(=O)CSC(=Nc1cccc(F)c1)NC#N	-47	-57	-3	3	-65	-37	7	-5	i
COc1ccc(OC)c(Cc2nnc(CCC(=O)NC3CCCCC3)o2)c1	-7	7	-3	0	-4	9	18	-2	i
Cc1ccc(C)c(S(=O)(=O)N2CCCCC2CCNC(=O)C(=O)NCc2ccccc2)c1 (centres undefined)	-4	-2	-5	6	-1	-2	2	16	i

The closing 2 entries of the section before lead into the next.
SMILES	MT1-MMP act inh	eLon inh	MsrA act	Rin1-Abl PPI inh	NRP1-CendR mod	MLLE-PAM2 inh	SKN-1 inh	FAS-TE inh	Neddylation inh
COc1ccc(OC)c(Cc2nnc(CCC(=O)NC3CCCCC3)o2)c1	-7	7	-3	0	-4	9	18	-2	i
Cc1ccc(C)c(S(=O)(=O)N2CCCCC2CCNC(=O)C(=O)NCc2ccccc2)c1 (centres undefined)	-4	-2	-5	6	-1	-2	2	16	i
O=S(=O)(NNc1ccc(F)cc1F)c1cccc(Cl)c1	-4	3	-3	1	3	5	21	-9	i
Cc1ccc(NC(=O)CN(C)C(=O)CSc2nc3ccccc3o2)cc1	3	-6	-6	2	19	-6	-3	-2	i
CCC1(C)Cc2ccccc2-c2nc(NCCO)[nH]c(=O)c21 (centres undefined)	5	-5	-11	1	4	4	-11	1	.
CC1(C)CC(=O)c2cc3c(nc2C1)CC(C)(C)CC3=O	2	-16	-3	1	16	-1	9	13	i
COCCN(Cc1ccccc1)C(=O)c1cccc(S(=O)(=O)N2CCCc3ccccc32)c1	-3	-5	2	1	4	0	-1	27	i
COc1cccc(C(c2cccc(OC)c2)c2ccccc2C(=O)O)c1	-10	3	-6	0	4	-5	5	-2	i
COc1ccc(CC(N)c2csc(NC(=O)c3ccccc3OC)n2)cc1 (centres undefined)	10	5	1	-1	-2	0	8	-9	i
CC1(C)CC(NS(=O)(=O)c2ccc(S(N)(=O)=O)cc2)CC(C)(C)N1	-1	10	-6	0	8	26	1	-8	i
N#Cc1c(N2CCN(C(=O)c3ccccc3)CC2)nc(-c2ccccc2)c2c1CCCC2	-24	4	-2	3	-5	3	8	19	i
CN(C(=O)c1cccc(NC(=O)Cc2ccc(NC(=O)C3CCCN(C(=O)C4CCC4)C3)cc2)c1)C1CCCCC1 (centres undefined)	-2	5	1	0	8	7	3	-6	i
COc1ccccc1NC(=O)CSc1nnc(-c2ccncc2)o1	-2	-5	-1	-2	15	-87	40*	-4	i
CN(C)S(=O)(=O)c1ccc(NC=O)cc1	-2	6	-3	1	4	2	1	-5	i
O=c1cnc2ccccc2n1CC1CCCCC1	-10	-4	-1	0	-10	-6	11	0	i
CC(OC(=O)c1ccc2c(c1)C(=O)N(Cc1ccncc1)C2=O)C(=O)Nc1cccc(Cl)c1Cl (centres undefined)	6	-9	-2	-3	-17	-5	7	7	i
Cc1ccccc1N(C(=O)c1snc(C(N)=O)c1N)C(C(=O)NC1CCCC1)c1ccco1 (centres undefined)	1	0	-6	0	5	1	9	4	.

Whole records, looked up by structure:
CC1(C)CC(NS(=O)(=O)c2ccc(S(N)(=O)=O)cc2)CC(C)(C)N1 across the screens: MT1-MMP act inh = -1; eLon inh = 10; MsrA act = -6; Rin1-Abl PPI inh = 0; NRP1-CendR mod = 8; MLLE-PAM2 inh = 26; SKN-1 inh = 1; FAS-TE inh = -8; Neddylation inh = i
CN(C(=O)c1cccc(NC(=O)Cc2ccc(NC(=O)C3CCCN(C(=O)C4CCC4)C3)cc2)c1)C1CCCCC1 (centres undefined) across the screens: MT1-MMP act inh = -2; eLon inh = 5; MsrA act = 1; Rin1-Abl PPI inh = 0; NRP1-CendR mod = 8; MLLE-PAM2 inh = 7; SKN-1 inh = 3; FAS-TE inh = -6; Neddylation inh = i

SKN-1 inh, entries above that show a hit
structure | MT1-MMP act inh | eLon inh | MsrA act | Rin1-Abl PPI inh | NRP1-CendR mod | MLLE-PAM2 inh | SKN-1 inh | Neddylation inh
COc1ccccc1NC(=O)CSc1nnc(-c2ccncc2)o1 | -2 | -5 | -1 | -2 | 15 | -87 | 40* | i
